UbGFP stabilizer: proteasome inhibitors stabilizing ubiquitin-GFP reporter | Potency, µM (titrated, usually from 45.9 µM), inactives show top-dose activation (GFP accumulation), actives largely listed as activators | Ubiquitin-GFP reporter cells, proteasome inhibition, GFP fluorescence; response scale: untreated = 0%, 10 µM MG-132 = 100% | 67,000 tested, under 10 active | AID 526; active means well fitted activation curve with a large enough effect, not every such curve was filed as active; inconclusive means small, poorly fitted or top-dose-only effect, or another doubt; inactive means no such curve, though single readings can be large or run the other way; further: potency means the concentration at half of the fitted maximal effect
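GFP accumulation read-out: laser plate cytometry counting ubiquitin(G76V)-GFP-expressing U2OS cells after 4 hr compound exposure at 37 °C. Titrations spanned 46 uM to 2.9 nM; 0% = basal, 100% = 10 uM MG-132; concentration-response curves fitted.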
4MU fluor: compounds fluorescent in 4-MU spectral region; AID 589; max dye-equivalent concentration, M; actives 11% (n = 59,000); compound autofluorescence, 340/450 nm, 4-MU equivalents; stronger effect = higher value; in the data active means max dye-equivalent concentration above about 10 nM; inconclusive means mostly about 1.1 nM to 9.6 nM
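Intrinsic fluorescence at 340/450 nm (ex/em) was read after 15 min at room temperature in pH 8.0, 100 mM Tris. Each compound concentration expressed as 4-MU-equivalent concentration from a six-point 4-MU standard series on each plate.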
ALOX15 inhib: 15-hLO (ALOX15) enzyme inhibition | purified 15hLO-1, xylenol orange hydroperoxide absorbance | AID 887 | Potency, µM (titrated, usually from 57.1 µM), without a hit: top-dose activity change, negative = inhibition, hits mostly inhibitors | actives 1.4% (n = 74,000); further: potency means the concentration at half of the fitted maximal effect; on the % scale 0 is the no-effect control and ±100 the full control effect; nearly all actives have a fitted effect of over 55% in size
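Quantitative HTS in 25 mM Hepes pH 7.5 containing 0.01% Triton X-100: human 15hLO-1 at 40 nM, arachidonic acid at 50 uM, 6 min turnover. Product quantified via ferrous oxidation/xylenol orange, 573:405 nm absorbance ratio.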
Hsp90 Hop PPI: changes Hsp90-Hop TPR2A binding signal, up or down | AlphaScreen TPR2A-His6 binding biotin-Hsp90 C-terminal peptide | AID 595 | actives 0.44% (n = 71,000) | Potency, µM (highest dose often 57 µM), for the others: at the top dose activity change, negative = inhibition; active means well fitted curve in either direction with a large enough effect; inconclusive means small, poorly fitted or top-dose-only effect, or another doubt; further: potency means the concentration at half of the fitted maximal effect; on the % scale 0 is the no-effect control and ±100 the full control effect; many of its hits are not listed in these tables
BRCT PPI red: inhibitors of human BRCA1 BRCT-phosphoprotein interaction (red fluorophore). P38398. BRCT-phosphopeptide binding, red fluorescence polarization. Potency, µM (series often up to 76.9 µM), for the others: top-dose activity change, negative = inhibition, actives largely listed as inhibitors. actives 0.03% (n = 75,000). AID 892; further: on the % scale 0 is the no-effect control and ±100 the full control effect
Target sequence (P38398 whole entry, looked up): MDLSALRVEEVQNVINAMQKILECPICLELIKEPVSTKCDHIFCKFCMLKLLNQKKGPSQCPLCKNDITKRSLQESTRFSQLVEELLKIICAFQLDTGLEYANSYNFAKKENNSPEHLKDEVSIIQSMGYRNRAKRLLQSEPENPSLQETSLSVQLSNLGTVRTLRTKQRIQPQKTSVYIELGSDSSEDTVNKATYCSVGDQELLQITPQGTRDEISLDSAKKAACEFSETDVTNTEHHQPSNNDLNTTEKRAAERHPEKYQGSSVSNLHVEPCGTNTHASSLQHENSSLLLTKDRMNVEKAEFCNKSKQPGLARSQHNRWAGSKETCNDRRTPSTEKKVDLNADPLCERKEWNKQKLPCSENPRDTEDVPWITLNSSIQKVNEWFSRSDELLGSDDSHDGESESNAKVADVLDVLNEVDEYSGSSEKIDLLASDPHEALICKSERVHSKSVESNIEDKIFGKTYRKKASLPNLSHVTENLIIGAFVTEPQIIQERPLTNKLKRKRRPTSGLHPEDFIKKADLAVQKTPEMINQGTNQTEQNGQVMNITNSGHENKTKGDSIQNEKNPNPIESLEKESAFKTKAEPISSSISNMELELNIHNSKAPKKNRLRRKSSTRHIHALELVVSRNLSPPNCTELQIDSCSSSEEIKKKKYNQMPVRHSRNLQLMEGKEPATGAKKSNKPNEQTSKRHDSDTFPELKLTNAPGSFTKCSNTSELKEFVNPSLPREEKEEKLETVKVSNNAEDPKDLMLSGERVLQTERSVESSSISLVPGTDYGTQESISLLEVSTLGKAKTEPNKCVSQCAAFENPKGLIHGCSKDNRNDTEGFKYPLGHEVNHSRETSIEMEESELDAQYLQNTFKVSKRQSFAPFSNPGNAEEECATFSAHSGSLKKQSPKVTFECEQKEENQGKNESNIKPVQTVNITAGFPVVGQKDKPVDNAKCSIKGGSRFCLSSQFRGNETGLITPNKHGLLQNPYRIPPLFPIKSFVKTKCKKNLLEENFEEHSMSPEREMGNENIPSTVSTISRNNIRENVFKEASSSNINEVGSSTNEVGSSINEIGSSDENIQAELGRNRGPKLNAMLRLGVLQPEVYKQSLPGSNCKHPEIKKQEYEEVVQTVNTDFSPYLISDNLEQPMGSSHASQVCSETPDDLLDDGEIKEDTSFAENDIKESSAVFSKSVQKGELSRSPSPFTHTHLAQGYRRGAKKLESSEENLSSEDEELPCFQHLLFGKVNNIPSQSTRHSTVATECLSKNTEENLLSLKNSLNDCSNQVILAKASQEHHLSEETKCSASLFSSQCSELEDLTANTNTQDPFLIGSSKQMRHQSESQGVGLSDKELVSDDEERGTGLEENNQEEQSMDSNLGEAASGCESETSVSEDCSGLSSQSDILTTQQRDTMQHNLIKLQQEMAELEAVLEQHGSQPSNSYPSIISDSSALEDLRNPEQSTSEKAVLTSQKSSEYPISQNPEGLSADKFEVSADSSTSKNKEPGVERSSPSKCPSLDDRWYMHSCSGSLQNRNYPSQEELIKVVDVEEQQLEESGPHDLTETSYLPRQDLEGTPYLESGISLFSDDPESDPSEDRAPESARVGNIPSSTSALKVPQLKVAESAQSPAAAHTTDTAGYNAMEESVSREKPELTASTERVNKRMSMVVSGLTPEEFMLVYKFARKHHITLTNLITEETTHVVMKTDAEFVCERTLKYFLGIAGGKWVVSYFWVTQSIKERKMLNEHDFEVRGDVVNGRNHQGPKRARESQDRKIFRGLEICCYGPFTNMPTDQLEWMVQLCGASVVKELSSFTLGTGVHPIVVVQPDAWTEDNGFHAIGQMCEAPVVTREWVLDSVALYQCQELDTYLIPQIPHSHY
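Rhodamine-labelled pBACH1 10-mer (100 nM) bound to BRCT domain (100 nM) at pH 7.3; compounds incubated 12 min room temperature, polarization read. Free peptide defines full inhibition; unlabelled decapeptide titrated as control.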
Epigenetic mod: epigenetic GFP locus derepression in mouse cells; actives 0.09% (n = 68,000); Potency, µM (doses to about 46.1 µM), for the others: at the highest dose GFP derepression (activation); mouse C127i GFP locus derepression, cytometry, 30 h; further: % of control where 0% means no effect
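Locus derepression in mouse mammary C127i cells whose integrated CMV-GFP reporter is normally silent; GFP expression after 30 h compound treatment was quantified by counting fluorescent cells.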
DNA Pol III inh: DNA polymerase III holoenzyme inhibition. actives 0.25% (n = 71,000). Potency, µM (titrated, usually from 57.1 µM), for inactives: at the highest dose activity change, negative = inhibition. reconstituted DNA polymerase III holoenzyme replication, biochemical; further: potency means the concentration at half of the fitted maximal effect; on the % scale 0 is the no-effect control and ±100 the full control effect
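Reconstituted *E. coli* holoenzyme (0.35 nM Pol III, 1 nM beta, 154 nM SSB, 2 nM primase) was preincubated with compound for 15 min at RT. Synthesis on 1.4 nM ssM13Gori ran 35 min, then was stopped with PicoGreen/EDTA and read as dsDNA fluorescence.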
A350 fluor: compound fluoresces in the Alexa 350 spectral region; Compound autofluorescence, 340/450 nm, Alexa 350 dye-equivalents; stronger effect = higher value; max dye-equivalent concentration, M; AID 590; actives 11% (n = 59,000); in the data active means max dye-equivalent concentration above about 10 nM; inconclusive means mostly about 1.1 nM to 9.6 nM
HBB splicing: modulators of hemoglobin beta chain splicing. HBB splicing reporter cell assay, activation; EGFP reporter with mutant IVS2-654 intron; response scale: normalised to 500 nM splice-correcting PNA. Potency, µM (series often up to 46.1 µM), for the others: at the top dose activation, most hits filed as activators. actives 0.06% (n = 65,000). AID 925; further: potency means the concentration at half of the fitted maximal effect; 0% is about no effect
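HeLa cells stably expressing EGFP interrupted by mutant beta-globin intron 2 (IVS2-654), 500/well in 2% FCS. Treated with compound for 2 days at 37C. Splicing correction scored as total well GFP intensity (488 nm excitation, 500-520 nm emission); 500 nM antisense PNA served as control.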
CRE-bla Fsk: CRE-bla signaling modulation under forskolin stimulation; actives 2.5% (n = 71,000); AID 662; CHO CRE-bla reporter (cAMP response element driving beta-lactamase), forskolin EC10, beta-lactamase ratio; Potency, µM (doses to about 38.2 µM), for the others: at the top dose activity change, negative = inhibition, most hits filed as activators; active means well fitted activation curve with a large enough effect in the signal ratio, with a control signal flat, not every such curve was filed as active; inconclusive means small, poorly fitted or top-dose-only effect, or effect the other way, or a change in a side signal; the % refers to the signal ratio; further: potency means the concentration at half of the fitted maximal effect; % of control where 0% means no effect
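Reporter-gene assay: CHO cells with beta-lactamase behind cAMP responsive elements, co-treated with compound and EC10 NKH 477 for 3 hours at 37 degrees Celsius. Activity came from the 460/530 nm CCF4 emission ratio.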
BRCT inh green: blocks human BRCA1 BRCT binding to phosphopeptide, green readout | P38398 | Potency, µM (doses to about 76.9 µM), without a hit: top-dose activity change, negative = inhibition, most hits filed as inhibitors | actives 0.05% (n = 75,000) | BRCA1 BRCT-phosphopeptide binding, green fluorescence polarization;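 further: potency means the concentration at half of the fitted maximal effect; plate controls were peptide without protein for full effect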
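Compounds were incubated for 12 min at room temperature with a complex of 100 nM fluorescein-tagged pBACH1 decapeptide and 250 nM His-tagged BRCT protein. Buffer was phosphate pH 7.3 with EDTA, DTT and Tween 20. Disruption of binding lowers the polarization signal.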
* hit, by the source's call; i = inactive; ? = inconclusive; nt = not tested or not shown; [ ] = another dose, or the depositor's remark. Unless noted, the call rests on the fitted dose curve; in most records, active means well fitted curve in the direction sought with a large enough effect; inconclusive means small, poorly fitted or top-dose-only effect, or another doubt; inactive means no such curve, though single readings can be large; an effect the other way counts as inactive or inconclusive. This is a random part of the collection, and some 12% of all compounds hit somewhere here.

The line under a structure holds: UbGFP stabilizer	4MU fluor	ALOX15 inhib	Hsp90 Hop PPI	BRCT PPI red	Epigenetic mod	DNA Pol III inh	A350 fluor	HBB splicing	CRE-bla Fsk	BRCT inh green
COC(=O)c1[nH]c2cccc(OC)c2c1NC(=O)CCN1CC(C)CC(C)C1 (configuration not stated)
  3.8%	1.52e-08M*	2.5%	-2.8%	1.2%	-2.0%	1.9%	?	0.9%[1.84 µM]	4.1%	-2.1%
CC1=Nn2c(nnc2-c2ccccc2F)SC1
  -5.2%	i	-10.2%	-0.8%	1.1%	0.0%	-9.9%	i	-0.8%[57.5 µM]	-4.0%	0.2%
CCCCSc1nc(N)c(NC(=O)c2ccco2)c(=O)[nH]1
  -4.3%	nt	5.8%	-1.1%	0.9%	nt	-3.1%	nt	-0.4%	-10.4%	-1.5%
Cc1ccc2c(CC(=O)Nc3c(C)n(C)n(-c4ccccc4)c3=O)coc2c1
  -2.2%	i	3.5%	2.2%	2.1%	-1.9%	-3.3%	i	6.5%[57.5 µM]	-2.4%	-1.4%
COc1cc(SC)ccc1C(=O)Nc1ccc(S(=O)(=O)N2CCCC2)cc1
  12.0%	nt	-4.0%	-3.1%	-0.3%	0.0%	1.5%	nt	3.0%	24.1%	-0.8%
O=C(Nc1nnc(-c2ccco2)s1)c1ccccc1
  -16.4%	nt	-2.5%	-1.7%	0.2%	-1.8%	-6.0%	nt	-0.6%	-1.1%	-0.1%
COc1ccc(OC)c(S(N)(=O)=O)c1
  -6.5%	i	16.1%	-1.4%	-2.6%	2.2%	-5.1%	i	0.4%	-3.9%	3.4%
C/C(Cl)=C\Cn1c(Nc2ccc(C)cc2)nc2c1c(=O)n(C)c(=O)n2C
  1.3%	i	-15.9%	-5.1%	-1.7%	0.0%	-4.0%	i	nt	0.0%	-3.3%
O=c1cc2n(c(=O)[nH]1)CCC1=C2CCCC1
  -3.3%	i	-5.1%	-3.6%	0.7%	0.0%	-8.9%	?	1.4%	17.6%	-1.9%
O=C(Cc1ccccc1)N(c1ccc(F)cc1)C1C=CS(=O)(=O)C1 (configuration not stated)
  -0.5%	i	-1.9%	5.4%	-1.4%	-2.0%	2.1%	i	0.3%	-3.4%	-2.2%
O=C(CCSCCC(=O)NCc1cccs1)NCc1cccs1
  6.2%	nt	-5.9%	-4.2%	-0.5%	-1.6%	1.8%	nt	0.2%	-7.8%	-0.9%
CCOC(=O)c1cnc(SCC(=O)N2CCN(C(=O)c3ccco3)CC2)nc1N
  -3.4%	i	5.3%	1.4%	-0.6%	-0.7%	-5.6%	i	nt	15.5%	-1.0%
Cc1ccc(C(=O)CC2(O)C(=O)N(Cc3ccccc3)c3ccccc32)o1 (configuration not stated)
  6.2%	i	-12.2%	-5.3%	2.2%	6.4%	-3.2%	i	-0.7%	-7.7%	-3.4%
CC1(C)CC(=O)CC(C)(C)N1OC(=O)c1ccccn1
  -5.6%	i	1.5%	1.1%	2.0%	2.1%	-4.6%	i	-2.7%	20.3%	-0.8%
CCSc1nc2c(c(=O)[nH]1)C(c1ccccn1)C1=C(CC(C)(C)CC1=O)N2 (configuration not stated)
  20.0%	1.79e-06M*	2.9%	-8.0%	-1.1%	17.1%	2.9%	2.07e-06M*	0.0%	-5.1%	2.5%
CC1(C)C(c2ccccc2)=NC(c2ccccc2)N1O (configuration not stated)
  -3.7%	nt	-13.6%	-0.7%	-0.6%	0.0%	-0.3%	nt	-1.6%	-0.6%	-2.5%
COc1ccc2c(c1)c(C(O)CN1CCC3(CC1)OCCO3)c(C)n2C (configuration not stated)
  nt	i	-19.1%	-6.0%	-0.3%	-4.2%	-5.3%	i	1.0%[0.369 µM]	-5.4%	-1.8%
O=C(C1CCN(S(=O)(=O)N2CCC3(CC2)OCCO3)CC1)N1CCN(Cc2ccccc2)CC1
  -11.8%	i	5.6%	1.5%	-1.3%	0.0%	-2.5%	i	-3.4%	-21.6%	-1.6%
O=c1c2ccccc2nc2n1CCS2
  -7.7%	i	7.1%	-5.4%	-1.7%	-1.6%	-3.6%	i	-0.7%	16.2%	0.6%
CC(=O)NCCSCCNC(C)=O
  0.2%	i	5.3%	1.4%	0.4%	6.5%	4.1%	i	6.9%	-8.4%	-1.6%
CN(C)c1ccc(NC(=S)c2ccccn2)cc1
  -4.3%	nt	3.2%	?	-1.6%	?	-1.0%	nt	-4.5%	4.8%	-0.2%
CCCCC(CC)C(=O)NCCc1ccc(S(N)(=O)=O)cc1 (configuration not stated)
  -1.1%	nt	4.4%	1.7%	1.3%	-1.8%	-4.3%	nt	0.6%	-3.9%	-3.3%
O=C(c1cnccn1)N1CCC2(CC1)CN(c1ccccc1)C2
  0.0%	i	20.8%	-11.6%	-0.7%	9.2%[9.22 µM]	8.4%	i	2.9%	-0.7%	-5.1%
O=C(c1cc(-c2cccs2)on1)N1CCCCC1
  0.0%	i	12.0%	0.6%	-0.5%	2.1%	-1.4%	i	-0.4%	?	-0.1%
c1ccc(Cn2c(SCc3nc4ccccc4s3)nnc2-c2ccco2)cc1
  2.5%	i	-13.8%	-5.7%	-0.1%	2.5%	10.7%	i	3.4%	?	2.1%
CC(=O)Oc1ccc(NC(=O)C2CCCCC2)c(C(=O)O)c1
  -0.1%	i	-0.5%	-5.9%	-0.2%	0.0%	-2.0%	i	-0.4%	-3.4%	-3.4%
N#CC12C(N)=NC3(OCCO3)C1(C#N)C1=C(CCC1)NC2c1ccccc1 (configuration not stated)
  2.6%	7.43e-08M*	-18.5%	-14.1%	-4.1%	3.7%	-10.5%	1.02e-07M*	1.0%[57.5 µM]	?	-9.6%
CC1(C)C=Cc2c(c3ccccc3[nH]c2=O)O1
  10.9%	1.13e-08M*	-6.4%	-2.2%	-0.2%	0.2%	-0.7%	1.7e-08M*	-0.5%[57.5 µM]	?	-1.5%
COc1ccc2[nH]c(=O)c(CN(CCO)S(=O)(=O)c3ccc4c(c3)OCCO4)cc2c1
  1.1%	2.09e-07M*	7.2%	-2.1%	-1.2%	2.3%	9.8%	2.07e-07M*	-0.2%[57.5 µM]	7.7%	0.0%
O=C(Nc1ccccc1)OC[C@H](CN1CCCCC1)OC(=O)Nc1ccccc1
  3.3%[20.5 µM]	7.34e-08M*	1.5%[25.6 µM]	0.0%[26 µM]	-0.5%[34.4 µM]	1.0%[20.6 µM]	2.5%[25.6 µM]	6.41e-08M*	-1.6%[20.6 µM]	-18.0%[17.1 µM]	2.0%[34.4 µM]
N#Cc1c(N)c(C#N)c(-c2ccc3c(c2)OCO3)c2c1CCCC2
  -2.0%[9.17 µM]	nt	-15.2%[11.4 µM]	-2.9%[11 µM]	-2.9%	-1.5%	-6.9%[11.4 µM]	nt	-3.7%[0.0738 µM]	?	1.7%
CCc1nnc(NC(=O)CCC(=O)N2CCN(Cc3cc(Cl)ccc3OC)CC2)s1
  nt	i	6.9%	-3.9%	-0.5%	-2.1%	-2.1%	i	-1.3%[0.369 µM]	?	-2.4%
COc1ccc(S(=O)(=O)N(C)CC(=O)N2CCCCC2)cc1Cl
  2.1%	i	4.4%	-3.0%	-0.6%	0.0%	-3.5%	i	0.3%	7.0%	1.1%
Cc1n[nH]c(C)c1S(=O)(=O)N1CCCC(C(=O)NC2CCCCC2)C1 (configuration not stated)
  0.0%	nt	3.2%	-6.9%[2.3 µM]	0.0%	nt	-4.8%	nt	-1.4%	3.1%	-0.1%
CCN1CCN(S(=O)(=O)c2cc(C)c(OC)cc2C)CC1
  2.6%	8.48e-07M*	-1.1%	-5.4%	0.1%	-3.2%	-5.0%	1.06e-06M*	-0.2%	-3.8%	-0.9%
CN(C)c1ccc(NC(=O)c2ccc(COc3cccc(Cl)c3)o2)cc1
  8.3%	i	-12.0%	?	-2.6%	-1.2%	4.7%	i	-0.9%	-21.2%	1.4%
O=S(=O)(c1ccc(SCCO)nc1)N1CCCC1
  0.8%	i	5.7%	-3.0%	-1.0%	1.3%	-2.6%	i	-1.7%	-13.3%	-1.0%
CC(NC(=O)c1ccc2c(c1)OCCO2)C(=O)O (configuration not stated)
  -4.8%	i	9.2%	2.9%	-1.0%	1.7%	-0.7%	i	nt	-0.8%	-3.0%
N#Cc1nc(Cc2ccccc2)oc1N1CCC(Cc2ccccc2)CC1
  18.5%	i	-7.0%	?	-0.3%	-2.9%	-2.6%	i	-1.9%	?	-0.4%
CC(=O)N1CCN=C1SCc1ccc(C)cc1
  -11.8%	nt	7.4%	1.2%	-0.7%	-3.4%	-6.0%	nt	0.2%	4.1%	-2.4%
CC(=O)Nc1ccc(OCC(O)CN2CCN(c3cccc(Cl)c3)CC2)cc1 (configuration not stated)
  4.0%	i	-1.3%	-2.4%	-1.2%	1.0%	-3.4%	i	0.1%	?	-1.6%
